# Screening data from PubChem BioAssay.
# PLK1 PBD inh – inhibitors of human Plk1 polo box domain binding; P53350; inhibition, %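 (tested at about 20 µM)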; AID 693; Plk1 PBD phosphopeptide binding, fluorescence polarization; actives 0.13% (n = 97,000); in the data active = inhibition above about 34%, passing the limit was not always enough
# LYP act – activators of human LYP (PTPN22) phosphatase | Q9Y2R2 | recombinant LYP, DiFMUP fluorescence; 0 = plate median, 100 = signal doubled | activation, % at 2 µM | actives 0.11% (n = 96,000) | AID 697;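 active = activation at 2 µM above a set limit, the mean plus 5 SD, cut at about 37% in these data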
# Target sequence (Q9Y2R2 whole entry, looked up): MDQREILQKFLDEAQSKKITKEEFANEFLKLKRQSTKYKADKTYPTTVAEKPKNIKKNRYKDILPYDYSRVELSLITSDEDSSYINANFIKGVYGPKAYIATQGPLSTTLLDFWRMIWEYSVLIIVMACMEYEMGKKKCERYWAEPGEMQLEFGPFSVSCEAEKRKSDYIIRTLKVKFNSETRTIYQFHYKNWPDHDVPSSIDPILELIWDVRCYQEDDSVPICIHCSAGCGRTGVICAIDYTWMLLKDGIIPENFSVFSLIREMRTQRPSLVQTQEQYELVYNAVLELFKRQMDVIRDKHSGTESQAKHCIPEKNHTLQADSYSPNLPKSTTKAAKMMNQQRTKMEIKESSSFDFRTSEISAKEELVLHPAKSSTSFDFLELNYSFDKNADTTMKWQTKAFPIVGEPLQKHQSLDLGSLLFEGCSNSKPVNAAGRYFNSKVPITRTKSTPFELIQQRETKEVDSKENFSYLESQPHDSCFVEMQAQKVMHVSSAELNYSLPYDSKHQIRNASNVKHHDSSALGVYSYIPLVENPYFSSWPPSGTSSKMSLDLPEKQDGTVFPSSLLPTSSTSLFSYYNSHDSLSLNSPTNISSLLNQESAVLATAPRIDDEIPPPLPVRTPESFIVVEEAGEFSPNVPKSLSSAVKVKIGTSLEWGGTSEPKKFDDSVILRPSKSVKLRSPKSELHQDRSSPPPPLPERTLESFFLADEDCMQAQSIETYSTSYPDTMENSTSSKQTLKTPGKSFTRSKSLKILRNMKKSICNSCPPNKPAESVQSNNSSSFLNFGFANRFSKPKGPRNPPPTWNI
# EphB4 antag – blocks human EphB4 binding to ephrin-B2; actives 0.15% (n = 97,000); EphB4 LBD / TNYL-RAW-Alexa532 peptide, fluorescence polarization; P54760; inhibition, % at 7 µM; AID 720;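 active = inhibition above the screen-wide mean inhibition plus 3 SD, cut at about 15% in these data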;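 also: 0% = DMSO wells and 100% = excess unlabeled TNYL-RAW peptide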
# F-actin modifier – modifiers of cytoskeleton assembly | HUVEC TNFa F-actin phalloidin imaging, high content | inhibition, % at 2 µM | actives 0.18% (n = 91,000);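 active = inhibition above the batch mean plus 3 SD and confirmed as a hit by visual image inspection, cut at about 30% in these data, passing the limit was not always enough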; also: strong numbers were not always called active
# HIV Rev-RRE inh – inhibitors of HIV-1 Rev-RRE RNA interaction. P05866. actives 0.79% (n = 97,000). Rev peptide-RRE RNA binding, FRET. inhibition, % at 8 µM. AID 704;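 active = inhibition above the screen-wide mean plus 3 SD, cut at about 35% in these data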;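 also: 0% = median DMSO wells and 100% = median Neomycin B control wells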
# Target sequence (P05866 whole entry, looked up): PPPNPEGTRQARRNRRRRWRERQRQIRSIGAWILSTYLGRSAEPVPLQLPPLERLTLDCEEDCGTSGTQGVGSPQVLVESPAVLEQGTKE
#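 Test system – labelled RRE RNA duplex and labelled Rev peptide · Signal – fluorescein-to-Cy5 FRET, 480 nm excitation · Evaluation – % inhibition of FRET ratio versus controls · Benchmarks – DMSO low control, neomycin B high control · Incubation – 5 min RNA-compound premix plus 15 min binding step, 25 °C · Medium – HEPES pH 7.5 salt buffer with EDTA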
# PLK1 kinase inh – PLK1 (human) kinase inhibition. P53350. recombinant PLK1 kinase, TR-FRET peptide phosphorylation. inhibition, % at 10 µM. actives 0.53% (n = 97,000). AID 619;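 active = inhibition of 50% or more in the single-concentration screen; inactive = inhibition below 50%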;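 also: 0% = DMSO max control and 100% = H-89 dihydrochloride min control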
# PTPN22 inh 2 – blocks human PTPN22 phosphatase activity. inhibition, % at 2 µM. actives 0.21% (n = 96,000). Q9Y2R2. recombinant LYP catalytic domain, DiFMUP fluorescence;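 active = inhibition at 2 µM at or above a set limit, the screen mean plus 3 SD, cut at about 24% in these data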;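 also: 0% = DMSO with enzyme and 100% = enzyme fully blocked by orthovanadate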
# PTK2B oligo ant – blocks oligomerization of human Pyk2 in cells; z-score (the deposit names both 25 µM and 10 µM); AID 1347419; Q14289; actives 0.83% (n = 99,000); Q293 cells, Pyk2 FERM NanoBiT luminescence; hits give low values;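 active = Z-score of -3 or lower, scaled per plate to the spread of control and sample wells; inactive = z-score above -3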;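 also: negative z-score means lost luminescence so less FERM oligomerization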
# FAK inh – FAK (human) kinase inhibition. Q05397. biochemical FAK kinase activity assay. inhibition, %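 (tested at 7 µM)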. actives 0.84% (n = 97,000). AID 727; in the data active = inhibition above about 19%;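 also: 0% = DMSO and 100% = reference compound high control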
# Numbers without * were called inactive; / = no result given.
PLK1 PBD inh,LYP act,EphB4 antag,F-actin modifier,HIV Rev-RRE inh,PLK1 kinase inh,PTPN22 inh 2,PTK2B oligo ant,FAK inh,molecule
-28,-7,6,-6,6,-11,3,0.21,5,Cc1ccc(C(=O)NCCN2CCOCC2)cc1Cl
8,-4,2,30,6,-3,2,/,1,COc1cccc(N2CCCn3c2nc2c3c(=O)n(CCN3CCOCC3)c(=O)n2C)c1
6,-8,1,2,-3,0,5,0.38,-4,Cc1ccc(N(CC(O)CN(C)C)S(=O)(=O)c2ccccc2)cc1 (stereo not given)
-12,0,4,20,2,-1,0,1.7,2,O=C(CCCOc1ccccc1)N1CCN(c2ccccn2)CC1
-15,1,-10,14,0,-10,-2,-1.1,11,COC(=O)c1cc(C(=O)OC)cc(S(=O)(=O)Nc2ccc(Cl)c(N)c2)c1
-14,6,-6,-1,0,-14,-9,/,-2,CN(C)S(=O)(=O)c1ccc(C(=O)OCCCN=C2NS(=O)(=O)c3ccccc32)cc1
1,2,4,6,10,-1,0,0.12,0,COc1ccc(CCNc2nnc(C)c(=O)[nH]2)cc1OC
2,10,-8,4,-2,-7,-7,-1.1,0,COc1cccc(/C=N/n2c(C)nc3ccccc32)c1OC
-9,-4,2,-22,3,-14,3,-0.36,-1,O=C(CSc1ncccc1C(=O)O)NCc1ccc(F)cc1
4,-8,-1,/,2,-12,6,0.48,3,CC(C)(C)OC(=O)NCC(=O)NCC(=O)OCc1ccccc1
-10,-8,-8,16,8,-12,6,1.4,1,N#Cc1nc(COc2ccc(Cl)cc2Cl)oc1N1CCN(c2ccccc2)CC1
-28,4,-8,9,13,-7,-5,-0.31,-1,CC(C)(C)n1nnnc1C(c1ccc(C#N)cc1)N1CCCC2(CCCCC2)C1 (stereo not given)
-27,-7,0,2,6,-10,10,0.75,0,O=C(NC1CC1)c1ccc(F)cc1Cl
-1,-3,5,-12,9,-2,3,1.2,0,O=C(CC1NCCNC1=O)Nc1ccc2c(c1)OCO2 (stereo not given)
-17,-11,-3,0,4,-12,13,0.15,3,CS(=O)(=O)N(Cc1ccc(F)cc1)Cc1nc2ccccc2c(=O)[nH]1
6,8,0,-7,-1,-10,-8,0.79,-6,O=C(Cn1cccc1C(=O)c1ccccc1)NCc1ccc2c(c1)OCO2
13,7,-8,-13,4,-1,-7,1.3,-2,Cc1ccc(Cn2nnc3c(=O)n(CC(=O)N4CCCCC4)cnc32)cc1
0,-16,2,11,4,-3,19,0.19,5,Cc1ccnc2nc(C(=O)OCC(=O)Nc3ccc4c(c3)OC(F)(F)O4)nn12
-15,-2,1,0,5,-6,1,-0.44,0,COCCCN1C(=O)C(=O)/C(=C(/O)c2ccc(C)cc2)C1c1ccccc1 (stereo not given)
26,-6,-6,-3,-1,-14,9,0.43,-6,CCOC(=O)CN(C(=O)CSc1nnc(C)n1-c1ccccc1)c1ccccc1
-15,6,-4,2,2,1,-2,-0.34,1,OC(COc1ccc2cc(Br)ccc2c1)CN1CCN(c2ccccn2)CC1 (stereo not given)
-24,-4,9,5,0,1,-1,0.38,1,COc1ccccc1N1CCN(CCCNC(=O)Nc2ccccc2)CC1
1,-6,-2,-14,9,-10,2,-0.45,-4,c1cc2c(cc1Nc1nc(-c3ccc4c(c3)OCO4)cs1)OCCO2
1,-10,-1,-2,-2,2,9,1.1,-6,C=C1CC(C)OC(c2ccccc2OCC(O)CN2CCCCC2)C1 (stereo not given)
-5,3,2,7,-2,10,-11,-2,1,CCOC(=O)c1c(C)n(C)c2ccc(OCC(O)Cn3c(C)nc4ccccc43)cc12 (stereo not given)
-11,3,-3,-4,-1,-10,-1,1,-3,O=C(NN1C(=O)C2C3C=CC(C4CC34)C2C1=O)c1ccc(Cl)cc1 (stereo not given)
-2,2,-2,-16,-1,-9,-5,1.5,0,CSc1nnc2c3c4c(sc3c(=O)n(-c3ccccc3)n12)CC(C)(C)OC4
-26,2,-4,3,-1,3,-2,-1.2,4,CC(=O)c1cccc(NS(=O)(=O)c2c(C)n[nH]c2C)c1
-2,-7,6,4,3,-19,3,1.3,-1,CCc1ccc(NC(=O)C(=O)NCCN2CCN(C(=O)c3ccco3)CC2)cc1
1,0,3,-9,17,-11,-2,-1.1,-2,COC(=O)c1ccccc1Sc1c(/C=N/OC(=O)c2ccccc2)c(C(F)(F)F)nn1C
-6,-2,2,13,6,-5,6,-0.36,3,CCOc1ccc(NC(=O)CN2CCN(CC(=O)c3ccc(OCC)cc3)CC2)cc1
-7,2,3,10,7,-9,-4,0.1,2,COC(=O)Cn1ncn2cccc2c1=O
9,/,3,/,11,75*,/,/,3,CCOC(=O)c1c(C)n(C)c2ccc(OCC(O)CN3CCN(C)CC3)cc12 (stereo not given)
4,1,0,-2,7,-4,-4,0.3,0,O=C(CN(C1CCCCC1)S(=O)(=O)c1ccc(Cl)cc1)NCc1cccnc1
1,-10,2,7,1,-4,12,1.1,0,Cc1ccc(S(=O)(=O)C(C)C(=O)c2ccc3c(c2)OCCO3)cc1 (stereo not given)
-2,-5,6,-16,9,-8,4,-0.33,0,Cc1cc(NCc2ccccc2)nc2ccccc12
-12,10,2,1,-2,-3,-10,-0.22,1,Cc1ccc(SCCNC(=S)Nc2ccccc2)cc1
-11,0,8,-4,6,-8,2,-0.76,-4,CCOc1cc(/C=N/NC(=O)COc2ccccc2C)ccc1OC(=O)c1cccs1
-5,5,-1,-7,-1,-1,-7,/,0,COc1ccc(OCc2nc(C#N)c(N3CCN(c4ccc(OC)cc4)CC3)o2)cc1
-6,0,5,12,5,-15,-3,0.93,0,COc1ccc(OC)c(C2=NO[C@@H]3C(=O)N(c4cc(Cl)ccc4OC)C(=O)[C@H]23)c1
14,-1,1,10,2,-14,0,/,-11,COc1ccc(-n2c(=O)cc(N3CCN(Cc4ccccc4)CC3)[nH]c2=O)cc1
-1,-4,12,-11,6,-1,0,-2.3,-1,COCCn1nnnc1C(c1ccccc1)N1CCN(c2ccccc2)CC1 (stereo not given)
-20,4,3,-1,13,-13,-6,/,9,O=C1c2ccccc2C(Nc2ccc(F)c(Cl)c2)N1Cc1ccco1 (stereo not given)
-43,-4,1,-6,0,-7,8,0.71,-1,Cc1[nH]c2ccccc2c1C(=O)CN1CCC2(CC1)OCCO2
-14,1,-5,-23,5,-6,-2,/,-2,O=C1CN(CC(=O)N2CCOCC2)c2ccccc2O1
13,-2,-5,-1,-1,-5,-1,/,2,CCOc1ccc(N(CC(=O)OC)S(=O)(=O)c2ccc3c(c2)n(C)c(=O)c(=O)n3C)cc1
11,3,-10,-12,6,-2,-7,-2,2,Fc1cccc(Cl)c1CSc1nnnn1-c1ccc2c(c1)OCO2
-3,-8,1,/,19,5,10,/,-3,O=C(NCc1ccc(OC(F)(F)F)cc1)C1CC(c2ccccc2[N+](=O)[O-])=NO1 (stereo not given)
23,-3,0,2,3,-10,-1,0.38,-5,COc1ccc(NC(=O)NCc2ccccn2)cc1
34,5,-1,-19,-2,12,-7,1,4,CCOC(=O)c1sc2ncnc(OC)c2c1C
-9,9,-13,-11,9,-13,-9,-0.6,0,COCCNC(=O)/C(C#N)=C/c1ccc(-c2ccc(OC)cc2[N+](=O)[O-])o1
-13,-2,1,-2,9,-15,1,/,-5,Nc1nonc1C(=O)NCCc1ccccc1
-1,5,1,-5,4,-97,-5,0.79,2,Cc1nn2c(N)c(C#N)cnc2c1-c1ccc(Cl)cc1
8,-1,4,26,17,-4,-2,/,-1,Cc1nnc(SCc2cc(=O)[nH]c(Nc3nc(C)c4ccccc4n3)n2)s1
-14,-1,-2,12,5,-9,1,0.41,2,CN1C(=O)CSC1=NC12CC3CC(CC(C3)C1)C2
14,-5,6,-27,20,-7,4,2.3,8,COc1ccc(OCC(O)Cn2c(=N)n(Cc3ccccc3)c3ccccc32)cc1 (stereo not given)
4,4,2,-11,33,-10,-3,0.39,0,CCOC(=O)c1c(=O)n(O)c2ccc(OC)cc2[n+]1[O-]
-3,-10,-1,4,3,-6,11,0.27,-1,NC(=O)CC1(CC(=O)O)CCCCC1
0,11,4,5,4,18,-5,/,-3,C/C(CC(=O)Nc1cc(C)ccn1)=N\NC(=O)COc1cccc(C)c1
-4,-7,4,9,3,-11,10,2.6,4,Cc1ccc2cc(C(c3nnnn3C3CCCC3)N3CCN(c4ccc(F)cc4)CC3)c(=O)[nH]c2c1 (stereo not given)
-1,4,2,-5,4,2,-6,0.3,1,Cc1c(/C=N/n2cnnc2)c2ccccc2n1C
10,-1,-2,18,0,-4,2,1.1,-5,Cc1ccc(C(=O)C(C)OC(=O)C2CC(=O)N(C3CCCCC3)C2)cc1 (stereo not given)
-29,-5,2,-3,2,6,4,/,2,CC1CCN(C(=O)CSc2nc3c(cnn3-c3ccccc3)c(=O)[nH]2)CC1

# Part of the list above, bar-delimited:
smiles | PLK1 PBD inh | LYP act | EphB4 antag | F-actin modifier | HIV Rev-RRE inh | PLK1 kinase inh | PTPN22 inh 2 | PTK2B oligo ant | FAK inh
O=C1CN(CC(=O)N2CCOCC2)c2ccccc2O1 | -14 | 1 | -5 | -23 | 5 | -6 | -2 | / | -2
CCOc1ccc(N(CC(=O)OC)S(=O)(=O)c2ccc3c(c2)n(C)c(=O)c(=O)n3C)cc1 | 13 | -2 | -5 | -1 | -1 | -5 | -1 | / | 2
Fc1cccc(Cl)c1CSc1nnnn1-c1ccc2c(c1)OCO2 | 11 | 3 | -10 | -12 | 6 | -2 | -7 | -2 | 2
O=C(NCc1ccc(OC(F)(F)F)cc1)C1CC(c2ccccc2[N+](=O)[O-])=NO1 (stereo not given) | -3 | -8 | 1 | / | 19 | 5 | 10 | / | -3
COc1ccc(NC(=O)NCc2ccccn2)cc1 | 23 | -3 | 0 | 2 | 3 | -10 | -1 | 0.38 | -5
CCOC(=O)c1sc2ncnc(OC)c2c1C | 34 | 5 | -1 | -19 | -2 | 12 | -7 | 1 | 4
COCCNC(=O)/C(C#N)=C/c1ccc(-c2ccc(OC)cc2[N+](=O)[O-])o1 | -9 | 9 | -13 | -11 | 9 | -13 | -9 | -0.6 | 0
Nc1nonc1C(=O)NCCc1ccccc1 | -13 | -2 | 1 | -2 | 9 | -15 | 1 | / | -5
Cc1nn2c(N)c(C#N)cnc2c1-c1ccc(Cl)cc1 | -1 | 5 | 1 | -5 | 4 | -97 | -5 | 0.79 | 2
Cc1nnc(SCc2cc(=O)[nH]c(Nc3nc(C)c4ccccc4n3)n2)s1 | 8 | -1 | 4 | 26 | 17 | -4 | -2 | / | -1
CN1C(=O)CSC1=NC12CC3CC(CC(C3)C1)C2 | -14 | -1 | -2 | 12 | 5 | -9 | 1 | 0.41 | 2
COc1ccc(OCC(O)Cn2c(=N)n(Cc3ccccc3)c3ccccc32)cc1 (stereo not given) | 14 | -5 | 6 | -27 | 20 | -7 | 4 | 2.3 | 8
CCOC(=O)c1c(=O)n(O)c2ccc(OC)cc2[n+]1[O-] | 4 | 4 | 2 | -11 | 33 | -10 | -3 | 0.39 | 0
NC(=O)CC1(CC(=O)O)CCCCC1 | -3 | -10 | -1 | 4 | 3 | -6 | 11 | 0.27 | -1
C/C(CC(=O)Nc1cc(C)ccn1)=N\NC(=O)COc1cccc(C)c1 | 0 | 11 | 4 | 5 | 4 | 18 | -5 | / | -3
Cc1ccc2cc(C(c3nnnn3C3CCCC3)N3CCN(c4ccc(F)cc4)CC3)c(=O)[nH]c2c1 (stereo not given) | -4 | -7 | 4 | 9 | 3 | -11 | 10 | 2.6 | 4
Cc1c(/C=N/n2cnnc2)c2ccccc2n1C | -1 | 4 | 2 | -5 | 4 | 2 | -6 | 0.3 | 1
